sdo1 growth: growth rescue of sdo1-depleted yeast, primary screen, S. cerevisiae, bone marrow failure model; AID 817, 2007; S. cerevisiae sdo1-depleted JHY4D growth rescue, OD600 30 h; hits give high values; pdr5 snq2 efflux-pump mutant strain; 140,000 compounds, 0.21% hits; z-score at 10 µM;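 active = z-score above 3 at both the 24 hr and the 30 hr optical density reads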;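 note: z-score against mean and SD of all compound wells on the same plate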
Insulin prom inh: inhibitors of insulin promoter-driven GFP, primary screen, imaging, TRM-6 cells (human fetal islet line), eGFP reporter, cell count; 130,000 compounds, 0.9% hits; inhibition, % at 2 µM; reporter expression induced with tamoxifen;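 active = inhibition above the mean plus 3 SD, with well images judged a real hit on visual review, cut at about 60% in these data, passing the limit was not always enough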
sdo1 growth Rescue 24 h: second read-out of sdo1 growth, no call of its own (marks repeat the call); z-score; S. cerevisiae sdo1-depleted JHY4D growth rescue, OD600; measured here: growth rescue at 24 h;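 0 is the plate mean of compound wells and units are plate SD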
An asterisk follows results filed as active; x = no result given. Not all compounds are listed. The share of hits here may be higher or lower than overall.

SMILES	sdo1 growth	sdo1 growth Rescue 24 h	Insulin prom inh
Brc1ccc(-c2nn3c(-c4ccco4)nnc3s2)o1	0.02	-0.18	x
Cc1ccc(C)c(NC(=O)Cn2c([N+](=O)[O-])cnc2C)c1	0.35	0.13	6
Cn1c(N)c(C(=O)COC(=O)c2cccc(S(=O)(=O)N3CCCCC3)c2)c(=O)n(C)c1=O	0.8	-0.63	-79
O=C(/C=C/Nc1ccc(F)cc1F)c1cccs1	-1.1	-1.6	x
COc1ccc(OC)c(C2C(C(=O)Nc3cccnc3)=C(C)NC3=C2C(=O)CCC3)c1 (stereo not given)	1.1	1.5	-24
C=CCn1c(CCC(=O)O)ccc1-c1ccc(OC)cc1	0.45	0.37	20
Cc1ccc(N2C=Nc3ccc(C)c4nc(C)cc2c34)cc1	0.85	0.21	85*
O=C1C2CCCN2C(c2ccccc2F)N1c1cccc(Cl)c1 (stereo not given)	0.56	0.88	x
COC(=O)[C@@]1(Cc2ccc(OC)cc2)[C@H]2c3cc(C(=O)N4CCCC4)n(CCn4cc([N+](=O)[O-])nc4C)c3C[C@H]2CN1C(=O)c1ccccc1	-0.23	-0.41	5
CN(C)S(=O)(=O)c1cccc(NC(=O)Cn2cc(C(F)(F)F)cc(Cl)c2=O)c1	x	x	-7
COc1ccc(C(=O)CCNc2ccc(C)c(Cl)c2)cc1	0.46	0.14	x
Cc1c(C(=O)c2ccc(Br)cc2)c(=O)n(C)c(=O)n1C	x	x	-20
O=C(COC(=O)C1CC1)Nc1ccc(Oc2ccccc2)cc1	-0.28	-0.35	-35
CCOC(O)[C@H]1N[C@@H](c2ccc(Cl)cc2)[C@@H]([N+](=O)[O-])[C@@H]1c1ccccc1 (stereo not given in full)	-0.72	-1	-7
Nn1c(SCC(=O)Nc2ccccc2F)nnc1-c1cccnc1	0.3	-0.47	x
O=C(COc1cccnc1[N+](=O)[O-])Nc1ccc(N2CCOCC2)cc1	x	x	-29
CCOC(=O)C1=C(C)N=C2c3ccccc3C(=O)C2C1c1ccc(C)cc1 (stereo not given)	-0.67	-0.27	21
O=C(NCC1OCCc2ccccc21)c1ccc(NC(=O)c2ccccc2Cl)cc1 (stereo not given)	-0.85	-0.49	-7
CCN(CC)S(=O)(=O)c1ccc(N2CCOCC2)c(NC(=O)c2cccc3ccccc23)c1	-0.63	-0.96	x
Cc1[nH]n(-c2ccc([N+](=O)[O-])cc2)c(=O)c1C=NCCN1CCN(C(=O)c2ccccc2F)CC1	0.28	0.1	0
CN(C(=O)/C=C/c1ccccc1)C1CCS(=O)(=O)C1 (stereo not given)	-0.34	-0.8	-3
CCOC(=O)c1cc(C)sc1/N=C/C1C(=O)CC(C)(C)CC1=O	1.5	2	41
CC(C)OC(=O)CSc1nc2ccccc2s1	0.02	-0.44	33
Cc1ccc(NC(=O)c2ccc(OC(=O)COc3ccc(Cl)c(C)c3)cc2)cc1	0.13	0.54	4
COc1ccc2cc(C#N)c(N3CCN(Cc4nnnn4CCC(C)C)CC3)nc2c1	-1.1	-0.81	-18

Further entries follow.
SMILES	sdo1 growth	sdo1 growth Rescue 24 h	Insulin prom inh
COCCNC(=O)C1CC(c2cccc(OC)c2)=NO1 (stereo not given)	0.97	0.24	-45
CCOC(=O)Cn1nc(C)c(NC(=O)COc2ccc([N+](=O)[O-])c(C)c2)c1C	x	x	-29
CC(=O)NNc1ncnc2ccccc12	1.7	2.1	x
O=C(Nc1ccccc1OC(F)F)c1ccc(F)cc1	1	0.7	27
COc1ccc(Cl)cc1NC(=S)NNC(=O)c1cccnc1	x	x	-53
CN1CCN(C(=O)/C(=C/c2cccs2)NC(=O)c2cccs2)CC1	-0.06	-1.1	17
C=CCn1c(C)cc(/C([O-])=C(/C(=S)Nc2ccc(OC(F)F)cc2)[n+]2ccc(N(C)C)cc2)c1C	x	x	-29
CCOC(=O)c1c(NC(=O)CSc2nnc(CNc3ccc(OC)cc3)n2C)sc(C)c1C	-0.95	0.37	x
CCN(C(=O)CSc1nnc(-c2cccs2)o1)C1CCS(=O)(=O)C1 (stereo not given)	x	x	-133
CCCC(C)C(=O)Nc1nc(C)c(-c2csc(Nc3cc(Cl)ccc3C)n2)s1 (stereo not given)	-0.17	0.26	x
CC1=C(C(=O)OCC2CCCO2)C(c2ccccc2)NC(=O)N1 (stereo not given)	0.81	0.73	x
Cc1ccc(CCNC(=O)C2CCN(S(=O)(=O)c3cccc4nonc34)CC2)cc1	-1.3	-0.99	39
O=C(NC1CCCCC1)C(c1cccnc1)N(C(=O)CCl)c1ccccc1Cl (stereo not given)	0.75	1.6	0
O=C(CSCc1ccccc1)Nc1ccc2c(c1)C(=O)NC2=O	x	x	6
Cc1ccc(C(=O)Nc2ncc(C)s2)o1	0.65	0.65	-10
CCN(CC)S(=O)(=O)c1cc(NC(=O)COC(=O)CCC(=O)c2cccs2)ccc1C	x	x	-14
CCCCNc1nc(-c2ccccc2)cc(C(F)(F)F)c1C(N)=O	-1.7	-0.86	-128
CCOc1cccc(/C(O)=C2/C(=O)C(=O)N(CCOC)C2c2ccco2)c1 (stereo not given)	0.47	-0.32	-23
O=C(NCC1CCCO1)c1cccc(NC(=O)c2ccco2)c1 (stereo not given)	0.03	-0.09	32
Cc1c(C(=O)Nc2cccc(Cl)c2)c2ccccn2c1CCc1ccncc1	-1.9	-1.6	x
Cc1cc(N2CCN(C(c3ccccc3)c3ccccc3)CC2)n2ncnc2n1	-0.31	0.1	13
O/N=C(/CCc1ccccc1)c1ccc2c(c1)OCCO2	x	x	37
COc1ccc(-c2nnc(NC(=O)C3=COCCO3)o2)cc1	1.8	-0.16	50
O=P(O)(O)COc1ccccc1P(=O)(c1ccccc1)c1ccccc1	0.35	-0.68	x
O=c1cc(CNCCCO)c2ccccc2[nH]1	1.6	1.6	-6

Next section
SMILES	sdo1 growth	sdo1 growth Rescue 24 h	Insulin prom inh
O=C(OCc1nnc(-c2ccccc2)o1)c1cc(S(=O)(=O)N2CCOCC2)c(Cl)cc1Cl	-0.44	-0.01	-107
COc1ccc(NC2=NCC(=O)N2Cc2cccs2)cc1	-0.37	-1.1	0
COc1cc(/C=N/OCC(=O)Nc2ccc(OC(F)F)cc2)ccc1OCc1ccccc1	-0.53	-0.25	23
COc1ccc(S(=O)(=O)N(C)C)cc1NC(=O)[C@H](Cc1ccccc1)N1C(=O)c2ccccc2C1=O	0.4	0.18	x
CCN(C(C)=O)c1cccc2ccccc12	1.4	1	-25
O=C(NCCCCNC(=O)c1cccs1)c1cccs1	0.24	0.16	0
Cc1cc(C)cc(NC(=O)C2CCN(S(=O)(=O)c3c(C)n[nH]c3C)CC2)c1	-0.37	-0.89	x
CC(=O)Cc1nsc(NC(=O)c2oc(-c3ccccc3Cl)cc2C)n1	x	x	-14
Cn1cnc([N+](=O)[O-])c1S(=O)(=O)c1cccc(Cl)c1	1.5	1.2	31
O=C(COC(=O)C1CCC(=O)N1)Nc1ccc(Br)cc1 (stereo not given)	1	0.37	x
Cc1ccc(C(=O)N2CCN(c3ccc(Cl)cc3)CC2)cc1	-1.1	-0.51	53
CC1CCc2nc(NCCO)nc(C(F)(F)F)c2C1 (stereo not given)	-0.33	0.08	45
Cn1c(SCC(=O)N2CCc3ccccc32)nnc1C1CC1	-0.05	-0.58	x
CN(C)S(=O)(=O)N1CCN(S(=O)(=O)N(C)C)CC1	1	1.2	-28
CCn1c(C(C)NC(=O)c2cccs2)n[nH]c1=S (stereo not given)	1.1	1.1	-63
CCOc1ccc(S(=O)(=O)Nc2cccc(OC)c2)cc1	-1.4	-1.4	7
CCOC(=O)N1CCC(=NNC(=O)COc2ccc(C#N)cc2)CC1	1.1	0.83	x
COC(=O)[C@@]1(Cc2ccc(F)cc2)[C@@H]2[C@@H](CC(=O)[C@H]2CC(=O)C(=O)N(C)C)CN1C(=O)c1ccccc1	0.45	0.37	32
Cc1ccc2nc3c(cc(S(=O)(=O)c4ccccc4)c(=N)n3Cc3ccco3)c(=O)n2c1	x	x	-333
O=C(Nc1ccccc1)/C(=C/c1cccnc1)NC(=O)c1ccco1	-0.49	-0.89	33
COc1ccc(NC(=O)Nc2ccccc2C(N)=O)cc1OC	0.63	0.32	39
COc1ccc(NC(=O)CN2CCC(C)CC2)c([N+](=O)[O-])c1	0.22	-1.1	38
Cc1cccc(OCc2nc(-c3nonc3N)no2)c1C	-1.1	-1.1	x
Cc1nnc(NC(=O)CSc2nnc(CNC(=O)C34CC5CC(CC(C5)C3)C4)n2C2CCCCC2)s1	0.96	0.94	x
Cc1ccnc(NS(=O)(=O)c2ccc(NC(=O)C3CC=CCC3C(=O)O)cc2)n1 (stereo not given)	x	x	-25

Continuation:
SMILES	sdo1 growth	sdo1 growth Rescue 24 h	Insulin prom inh
CC1=NN(C(=O)c2ccc(Cn3nc(C)c(Br)c3C)cc2)C(O)(C(F)(F)F)C1 (stereo not given)	-0.44	0	0
O=C(Nc1nc2ccc(F)cc2s1)c1cccs1	x	x	-8
CCCn1nnc(NCc2ccc(OCc3cccs3)c(OC)c2)n1	0.89	-0.24	19
Cc1ccc(-c2csc(N/N=C/C=C/c3ccccc3)n2)cc1	-0.72	-0.58	19
NC(=O)C1CCN(c2cc(Cl)nc(N)n2)CC1	x	x	60
O=C(CN1CCN(c2ccccc2)CC1)NC(=O)NCc1ccco1	0.49	-0.65	7
O=C(NCCc1ccc2c(c1)OCCO2)c1cc2ccccc2o1	-0.98	-0.43	x
CCNC(=S)NNC(=O)c1ccc2ncccc2c1	x	x	31
Nc1ccc(C(=O)N2CCCC2)cc1CS(=O)(=O)c1ccc(Cl)cc1	x	x	13
CC(C)Sc1nnc(Cn2c(=O)sc3ccccc32)n1-c1ccccc1	-0.23	0.28	x
Cc1nn(Cc2c(F)c(F)c(F)c(F)c2F)c(C)c1NC(=O)c1ccc(COc2ccc(Cl)cc2Cl)o1	-2.1	-0.83	33
CC(=O)Nc1ccc(S(=O)(=O)NC2=NCN(CCOC(=O)c3ccccc3)CN2)cc1	-1.2	-0.18	-38
Cc1ccc(C(=O)CN2CCC(NC(=O)C3CCCCC3)CC2)cc1	0.67	0.97	37
COc1ccc(C2CC(C(F)(F)F)n3nc(CO)c(Cl)c3N2)cc1OC (stereo not given)	0.2	-0.6	57
CCCOc1ccc(C(=O)NC(=S)Nc2nc3ccc(C)cc3s2)cc1	1.6	1.3	x
Cc1ccc(-c2onc3ccc(C=O)cc23)cc1	-0.38	-0.55	38
O=C(CNC(=O)c1ccccc1Br)N/N=C/c1cc(Br)ccc1O	x	x	29
CC1Cc2ccccc2N1C(=O)COC(=O)Cn1nnc(-c2ccccc2)n1 (stereo not given)	0.34	0.58	18
Cc1ccccc1NC(=O)C1CCN(S(=O)(=O)c2cccs2)CC1	x	x	7
C=CCOc1c2ccc(C(=O)NC3CCCc4ccccc43)cc2nn1C (stereo not given)	2.9	4	x
CN1CCc2c(sc3c2c(=O)n(-c2cccc(Cl)c2)c2nncn32)C1	x	x	32
COCCn1c(SCC(=O)Nc2nnc(C)s2)nnc1-c1ccncc1	0.58	0.02	18
CCOC(=O)c1cc(-c2ccc3c(c2)OCCO3)nc2c1c(C)nn2CCC#N	-1.4	-0.88	-6
O=C(NC1CCCCC1)c1cc([N+](=O)[O-])ccc1N1CCCCC1	-0.14	-0.08	-8
O=C(c1cc(-c2cccs2)nc2ccccc12)N1CCN(S(=O)(=O)c2ccccc2)CC1	-1.6	-1.5	-14

Filtered by structure, the compounds so far with a furan ring, fused or not
SMILES	sdo1 growth	sdo1 growth Rescue 24 h	Insulin prom inh
Brc1ccc(-c2nn3c(-c4ccco4)nnc3s2)o1	0.02	-0.18	x
Cc1ccc(C(=O)Nc2ncc(C)s2)o1	0.65	0.65	-10
CCOc1cccc(/C(O)=C2/C(=O)C(=O)N(CCOC)C2c2ccco2)c1 (stereo not given)	0.47	-0.32	-23
O=C(NCC1CCCO1)c1cccc(NC(=O)c2ccco2)c1 (stereo not given)	0.03	-0.09	32
CC(=O)Cc1nsc(NC(=O)c2oc(-c3ccccc3Cl)cc2C)n1	x	x	-14
Cc1ccc2nc3c(cc(S(=O)(=O)c4ccccc4)c(=N)n3Cc3ccco3)c(=O)n2c1	x	x	-333
O=C(Nc1ccccc1)/C(=C/c1cccnc1)NC(=O)c1ccco1	-0.49	-0.89	33
O=C(CN1CCN(c2ccccc2)CC1)NC(=O)NCc1ccco1	0.49	-0.65	7
O=C(NCCc1ccc2c(c1)OCCO2)c1cc2ccccc2o1	-0.98	-0.43	x
Cc1nn(Cc2c(F)c(F)c(F)c(F)c2F)c(C)c1NC(=O)c1ccc(COc2ccc(Cl)cc2Cl)o1	-2.1	-0.83	33

The results go on.
SMILES	sdo1 growth	sdo1 growth Rescue 24 h	Insulin prom inh
O=C(Oc1ccc(=O)n(-c2ccccc2)n1)c1ccc(F)cc1	x	x	38
COc1ccc(-n2[nH]c(C)cc2=O)cc1	0.84	0.86	x
COc1cc(S(=O)(=O)n2ccnc2)ccc1Br	x	x	15
CC(C)OC(=O)CN1C(=O)C(C)(C)Oc2ccc(C(=O)NC(C)(C)C)cc21	0.48	0.5	x
O=C(Nc1ccccc1)OCc1ccccn1	0.65	-0.38	x
CC1Cc2cc(C(=O)O)ccc2O1 (stereo not given)	2.2	2.9	x
COC(=O)CC/C(O)=C1\C(=O)CC(C)(C)CC1=NCCc1nc2ccccc2[nH]1	x	x	-14
O=C(C1CC1)N1CCc2cc(S(=O)(=O)NCCC3=CCCCC3)ccc21	-0.83	-0.5	-38
NC(=O)c1ccc2nc(NC(=O)c3ccc(N)cc3)sc2c1	x	x	54

Screens deposited in PubChem BioAssay by several laboratories.
